RXFP1 antagonist = RXFP1 (human) relaxin receptor antagonism; activity change, negative = inhibition, % at 57.5 µM; 0.59% of 350,000 active; HEK293-RXFP1, relaxin-stimulated cAMP HTRF, 30 min; active compounds read low;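 active = activity change of -60% or lower, but not beyond a set lower limit; inconclusive = change between -60% and -40%, or beyond the set limit; inactive = change above -40%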
Target sequence (Q9HBX9 whole entry, looked up): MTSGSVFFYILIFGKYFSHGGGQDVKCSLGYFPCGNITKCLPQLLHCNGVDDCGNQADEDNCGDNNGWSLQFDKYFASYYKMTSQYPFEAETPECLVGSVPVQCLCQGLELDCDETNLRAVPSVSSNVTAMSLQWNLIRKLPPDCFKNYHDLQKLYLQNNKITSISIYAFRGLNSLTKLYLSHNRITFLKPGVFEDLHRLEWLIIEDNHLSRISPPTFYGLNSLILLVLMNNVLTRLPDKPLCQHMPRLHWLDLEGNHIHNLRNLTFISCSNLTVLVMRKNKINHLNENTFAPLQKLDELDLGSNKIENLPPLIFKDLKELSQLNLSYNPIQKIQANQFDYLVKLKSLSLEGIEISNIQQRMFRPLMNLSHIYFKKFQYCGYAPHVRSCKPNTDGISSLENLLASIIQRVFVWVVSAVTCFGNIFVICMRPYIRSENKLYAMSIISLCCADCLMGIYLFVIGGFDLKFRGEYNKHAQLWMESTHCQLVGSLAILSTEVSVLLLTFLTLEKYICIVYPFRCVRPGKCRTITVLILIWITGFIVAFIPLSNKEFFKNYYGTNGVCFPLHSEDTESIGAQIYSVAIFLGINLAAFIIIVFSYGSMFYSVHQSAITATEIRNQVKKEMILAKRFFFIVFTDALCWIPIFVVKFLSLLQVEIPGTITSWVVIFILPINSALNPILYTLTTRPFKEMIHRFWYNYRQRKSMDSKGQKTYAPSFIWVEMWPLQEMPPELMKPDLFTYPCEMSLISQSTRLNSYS
The depositor's hits bear a star; u = inconclusive. % is set by controls: 0 for no effect and ±100 for the full control effect. Not all compounds are listed, so the mix of outcomes need not match the whole.

RXFP1 antagonist	canonical_smiles
19	CCCCC(=O)NC(c1cccc([N+](=O)[O-])c1)c1ccc2cccnc2c1O (stereo not drawn)
2	CC(=O)c1c(O)c(C)c(O)c2c1OC1=Cc3c(c(C)nn3C)C(=O)C12C (stereo not drawn)
-1	O=C(CC1Sc2ccccc2NC1=O)NNc1ccc(Cl)cc1Cl (stereo not drawn)
-18	C[C@@H]1CCCCO[C@H](CN(C)Cc2ccc(Cl)c(Cl)c2)[C@H](C)CN([C@@H](C)CO)C(=O)c2cc(NC(=O)Nc3ccc(F)cc3)ccc2O1
-7	CC1CCCN(S(=O)(=O)c2ccc3c(c2)OCCO3)C1 (stereo not drawn)
5	Nc1ncnc(N)c1NC(=O)c1cc(Cl)c(OCc2ccccc2)c(Cl)c1
-1	O=c1cc(C=NNc2ccccc2)[nH]c(=O)[nH]1
u	Cn1cnc([N+](=O)[O-])c1S(=O)(=O)Oc1ccccc1
-7	CSCC[C@H](NC(=O)[C@H](Cc1c[nH]c2ccccc12)NC(=O)CCNC(=O)OC(C)(C)C)C(=O)N[C@@H](CC(=O)O)C(=O)N[C@@H](Cc1ccccc1)C(N)=O
6	CN(C1CCCCC1)S(=O)(=O)c1ccc(SCC(N)=O)nc1
-3	O=C(Nc1ccc2c(c1)OCCO2)c1ccccc1Cl
-2	CC[C@@H](NCCCn1cnc2c(SC)ncnc21)c1ccccc1
-16	CC(=O)Nc1ccc2ccccc2c1[N+](=O)[O-]
4	O=C(COC(=O)c1ccc(F)c(S(=O)(=O)N2CCOCC2)c1)NCCc1ccc(F)cc1
-37	O=S(=O)(O)c1cc(O)c(N=Nc2ccc(O)cc2O)c2ccccc12

Entries shown so far with sulfur:
RXFP1 antagonist	canonical_smiles
-1	O=C(CC1Sc2ccccc2NC1=O)NNc1ccc(Cl)cc1Cl (stereo not drawn)
-7	CC1CCCN(S(=O)(=O)c2ccc3c(c2)OCCO3)C1 (stereo not drawn)
u	Cn1cnc([N+](=O)[O-])c1S(=O)(=O)Oc1ccccc1
-7	CSCC[C@H](NC(=O)[C@H](Cc1c[nH]c2ccccc12)NC(=O)CCNC(=O)OC(C)(C)C)C(=O)N[C@@H](CC(=O)O)C(=O)N[C@@H](Cc1ccccc1)C(N)=O
6	CN(C1CCCCC1)S(=O)(=O)c1ccc(SCC(N)=O)nc1
-2	CC[C@@H](NCCCn1cnc2c(SC)ncnc21)c1ccccc1
4	O=C(COC(=O)c1ccc(F)c(S(=O)(=O)N2CCOCC2)c1)NCCc1ccc(F)cc1
-37	O=S(=O)(O)c1cc(O)c(N=Nc2ccc(O)cc2O)c2ccccc12

(continued)
RXFP1 antagonist	canonical_smiles
2	Cc1ccc(OCC(=O)N(C)C2CCCCC2)c([N+](=O)[O-])n1
4	CC(C)C1C(=O)N(Cc2cn(CCC3OCCO3)nn2)CCS(=O)(=O)N1Cc1ccc(-c2ccc(F)nc2)cc1 (stereo not drawn)
5	CC(NC(=O)Cc1ccc(S(=O)(=O)N2CCOCC2)s1)c1ccc(Br)cc1 (stereo not drawn)
-13	CCCc1nc(C)c2c(=O)[nH]c(-c3cc(S(=O)(=O)N4CCN(CC)CC4)ccc3OCC)nn12
-1	CCOC(=O)C1(Cc2cccc(OC)c2)CCCN(C(=O)CSC)C1 (stereo not drawn)
23	O=C(O)C(Cc1ccccc1)N1C(=O)C=CC1=O (stereo not drawn)
-2	COc1ccc(N2CCN(C(=O)COC(=O)c3nc(Cl)ccc3Cl)CC2)cc1
-18	Cc1occc1C(=O)Nc1cccc(/C=C/C(=O)O)c1
3	O=C(Nc1ccc(Cl)cc1)c1cc(S(=O)(=O)N2CCCCC2)ccc1N1CCOCC1
-10	Cc1[nH]c(SCC(=O)c2c(N)n(C)c(=O)n(C)c2=O)nc1Cc1ccccc1
-1	COC(=O)c1ccc(CNC(=O)C(Cc2ccccc2)NC(=O)c2ccccc2)cc1 (stereo not drawn)
3	CCC(C)c1c(NS(=O)(=O)c2ccc(C)cc2)o[nH]c1=O (stereo not drawn)
-2	CN(c1ccccc1)S(=O)(=O)c1ccc(C(=O)NCc2ccc(F)cc2)cc1
-18	COc1ccc(Cl)cc1NC(=O)CN(C)C(=O)C1CC1
-11	Oc1ccc(Cl)cc1CNC1CCCCC1
-5	CCN(C(=O)CN1CCCc2cc(C)ccc21)c1c(N)n(Cc2ccccc2)c(=O)[nH]c1=O
6	Cn1c(OCc2cccnc2)nc2c1c(=O)n(Cc1ccc(Cl)cc1)c(=O)n2C
5	CCSc1cnnc2ccccc12
6	c1ccc(-c2cn3nc(-c4ccccc4)sc3n2)cc1
-3	O=[N+]([O-])c1ccc(NN=CCCc2ccccc2)nc1
-2	CN(CC(=O)Nc1ccccc1Cl)C(=O)CCNC(=O)Nc1ccccc1
8	COc1ccc(NC(=O)N(C)C[C@@H]2Oc3cc(C#CCN(C)C)ccc3S(=O)(=O)N([C@H](C)CO)C[C@H]2C)cc1
10	O=C1CCCCC1(O)Cc1ccc2c(c1)OCO2 (stereo not drawn)
-3	Cc1ccc(NS(=O)(=O)c2cccc(C(=O)NC3CC3)c2)c(C)c1
-1	CC(C)n1nnnc1SCC(=O)N(C)C1CCS(=O)(=O)C1 (stereo not drawn)
-1	CCC/C=C/c1ccc(CN2C(C(C)C)C(=O)N(Cc3cn(CCC4OCCCO4)nn3)CCS2(=O)=O)cc1 (stereo not drawn)
7	O=C(c1ccc(Br)c(S(=O)(=O)N2CCOCC2)c1)N1CCN(C/C=C/c2ccccc2)CC1
0	Cc1cc(=O)n2[nH]c(Nc3cccc(Cl)c3)nc2n1
4	CCOC(=O)C1(C(=O)OCC)COC(=O)C1CN1Cc2cc3ccccc3nc2C1 (stereo not drawn)
5	ClC(CCN1CCN(Cc2ccccc2)CC1)c1ccccc1 (stereo not drawn)
5	O=C(NCCN1CCOCC1)c1ccc(CS(=O)(=O)c2ccc(Br)cc2)o1
-6	CCOC(=O)Cc1csc(NC(=O)c2cccc(Cl)c2)n1
-14	CC(C)c1nc(SCC(=O)Nc2cccc3ccccc23)n[nH]1
-2	CCN(CC)S(=O)(=O)c1ccc(N2CCN(C)CC2)c(NC(=O)CN2C(=O)NC3(CCCCC3)C2=O)c1
6	Cc1ccc(S(=O)(=O)N2C[C@H]3N(C(=O)OC(C)C)N(C(=O)OC(C)C)C[C@H](OC(=O)Nc4c(C)noc4C)[C@@]3(O)C2)cc1
-5	C=C1C(=O)C2=CC1CCC(=O)C1(C)CCC(OC(C)=O)C(C)(C)C1CC2O (stereo not drawn)
-5	CCN(CC)C(=O)Cn1cc(S(=O)(=O)CC(=O)Nc2cc(C)on2)c2ccccc21
4	O=C(COC(=O)c1ccccc1F)NCc1ccc2c(c1)OCO2
5	O=C(CCl)Nc1cccc(S(=O)(=O)NC2=NCCCCC2)c1
-5	Cc1ccc(Sc2ccc(N)cc2C#N)cc1
0	CC(=O)c1ccc(Nc2ncnc3ccc(Br)cc23)cc1
19	N[C@H](C(=O)O)[C@@H](O)c1ccc(O)c(O)c1
12	COC(=O)N(C)C[C@H]1OCc2cnnn2CCCC(=O)N([C@@H](C)CO)C[C@@H]1C
0	Cc1ccccc1Nc1nc(N)nc(COC(=O)c2nn(C)c(=O)c3ccccc23)n1
-3	O=C(CCS(=O)(=O)c1ccccc1)Nc1ccc(S(=O)(=O)Nc2nccs2)cc1

Quoted at random: 2 entries already listed, in no set order.
RXFP1 antagonist	canonical_smiles
19	N[C@H](C(=O)O)[C@@H](O)c1ccc(O)c(O)c1
-5	CCN(CC)C(=O)Cn1cc(S(=O)(=O)CC(=O)Nc2cc(C)on2)c2ccccc21

Further records follow.
RXFP1 antagonist	canonical_smiles
0	COc1ccc(C(=O)NCC(=O)OCC(=O)NCc2ccco2)cc1
13	CCCn1cnc2c(SCc3ccccc3F)nc(N)nc21
2	COc1cccc(NC(=O)CN2C(=O)NC(Cc3c[nH]c4ccccc34)C2=O)c1 (stereo not drawn)
-21	COc1ccc(OCc2nnc(SC(C)C(=O)Nc3ccc(N4CCOCC4)cc3)n2C)cc1 (stereo not drawn)
10	O=C(Cc1cccc2ccccc12)Nc1ccccc1
-14	O=C(COC(=O)c1ccc(Cl)nc1)NCc1ccc(F)cc1
-10	CC1(C)CC(N2CCC(=O)NC2=S)CC(C)(C)N1
-5	COc1cc(C2c3cc4c(cc3OC(N3CCCCC3)C2C)OCO4)cc(OC)c1O (stereo not drawn)
-3	Cc1ccc(C(=O)Nc2sc3c(c2C(=O)O)CCC(C)C3)o1 (stereo not drawn)
5	CCOC(=O)N(C)C[C@H]1OCc2cnnn2CCCC(=O)N([C@@H](C)CO)C[C@H]1C
17	CN(C)c1ccc(C=NNc2nc3c([nH]2)c(=O)n(C)c(=O)n3C)cc1
8	COc1ccc(N2C[C@H](C)[C@@H](CC(=O)Nc3ccc(Br)cc3)C2=O)cc1
7	COc1ccccc1OCCNC(=O)CCS(=O)(=O)c1ccccc1
-2	CC(=O)c1ccc(N2CCN(C(=O)c3ccc4[nH]c(C)c(C)c4c3)CC2)cc1
12	C[C@H]1CN([C@@H](C)CO)C(=O)CCCn2nncc2CO[C@H]1CN(C)S(=O)(=O)c1ccc2c(c1)OCCCO2
-6	Cc1ccc(-c2nnc(SCC(=O)NC3CCCC3)n2N)cc1
2	Cc1ccc(NC(=O)CSCC(=O)N(C)Cc2c(F)cccc2Cl)cc1
15	Nc1cc2cccnc2cc1Cl
-14	CCCC1NC(=O)c2cc3ccccc3cc2-n2c1nc1cc(F)ccc1c2=O (stereo not drawn)
0	CCOC(=O)Cc1csc(NC(NC(=O)OCC)(C(=O)OCC)C(F)(F)F)n1 (stereo not drawn)
-10	COc1ccc(-c2csc(N(CCCN(C)C)C(=O)c3ccccc3Cl)n2)cc1
-18	Cc1nc2c(c(C)nn2-c2ccccc2)c(C)c1C
-3	COc1ccccc1C(C(C(=O)c1ccccc1)N1CCOCC1)N1CCOCC1 (stereo not drawn)
-2	Nc1nnc(SCC(=O)NNC(=O)c2ccccc2F)s1
-14	Nc1ccccc1SC(CC(=O)c1ccccc1)c1ccccc1 (stereo not drawn)
-3	C[C@]12CC[C@H](OC(=O)CCC(=O)O)CC1=CCC1C2CC[C@@]2(C)C1CC[C@@H]2N (stereo partly drawn)
-5	CC(C)COC(=O)N(C)C[C@H]1OCc2cnnn2CCCC(=O)N([C@H](C)CO)C[C@H]1C
1	CC1Sc2ccc(C(=O)NCc3ccccc3Cl)cc2NC1=O (stereo not drawn)
8	O=C(OCc1cn([C@H]2C[C@H](c3ccccc3)N(Cc3cccs3)C[C@@H]2O)nn1)c1ccccc1
13	COc1ccc(S(=O)(=O)N2CCN(C(=O)c3cccc(S(=O)(=O)N4CCCC4)c3)CC2)cc1
-7	CC(NC(=O)COC(=O)c1ccc2c(c1)OCCO2)c1ccccc1 (stereo not drawn)
17	CCN(CC)CCN=c1c(C)nc(C#N)c(N)n1O
3	O=C(COC(=O)c1ccc(S(=O)(=O)N2CCCC2)cc1)NCCc1ccc(F)cc1
-4	COc1ccc(NS(=O)(=O)c2cccc(C(=O)N3CCN(C(=O)c4ccco4)CC3)c2)cc1
-7	O=C(O)c1ccccc1C(=O)N(c1ccccc1)c1ccccc1
3	Cc1ccc2ccccc2c1NC(=O)CNCc1ccccc1
4	CCCOc1ccc(C(=O)Nc2cc(S(=O)(=O)N3CCOCC3)ccc2N2CCN(CC)CC2)cc1OC
7	Cc1ccc(-c2nn(-c3ccccc3)cc2C(=O)Nc2cccc(S(=O)(=O)NC3=NCCC3)c2)cc1
1	Cc1ccc(C)c(OCc2cc(C(=O)N3CCN(C4CCCCC4)CC3)no2)c1
-15	COc1cc(C=c2c3ccccc3n3c2cc(-c2ccccc2)[n+]3C)cc(OC)c1OC
0	O=C(O)c1nnsc1-c1csnn1
-1	COc1ccccc1N(C)S(=O)(=O)c1ccc(C(=O)NCCCN2CCCC2=O)cc1
2	Cc1cccc(CCNC(=O)C2CC(O)CN2C(=O)Nc2ccccc2)c1 (stereo not drawn)
4	COc1cc(C(=O)COC(=O)C2CCCCC2)cc(OC)c1OC
-2	CCN(C1CCCCC1)S(=O)(=O)CCNC(=O)c1ccc(OC)cc1
18	CC1(C)CC(=O)C(CSC(=O)c2ccccc2)C(=O)C1
-18	COc1cc(=O)oc(-c2ccccc2)c1C(C)=O
-28	Cn1c(/C(C#N)=C(\O)c2ccccc2Cl)nc2ccccc21
-2	Cc1ccc(NS(=O)(=O)c2ccc(C)c(C(=O)Nc3ccc(S(=O)(=O)Nc4onc(C)c4C)cc3)c2)cc1
6	Cc1ccc(C)c(-n2c(Cc3cc(=O)[nH]c(=O)[nH]3)nnc2SCC(=O)NCc2ccco2)c1
-3	CCOC(=O)C1=C(C)N=c2sc(=C(C)C)c(=O)n2C1c1ccc(N(C)C)cc1 (stereo not drawn)
1	COc1ccc(NS(=O)(=O)c2cc(NC(=O)c3cc(F)c(F)cc3Cl)ccc2N2CCOCC2)cc1
-12	COc1ccc(NS(=O)(=O)c2cccc(C(=O)NN=Cc3ccc(OC)cc3OC)c2)cc1
3	O=C(CN1C(=O)NC(CCc2ccccc2)C1=O)Nc1cccc(Br)c1 (stereo not drawn)
-6	CC1CCC2(CC1)NC(=O)N(CC(=O)N1CC(C)CC(C)C1)C2=O (stereo not drawn)
u	O=C1/C(=C\c2ccccc2)CN(C(=O)CCN2CCCCC2)C/C1=C/c1ccccc1
-4	CCC(CC)n1c(C)cc(=O)n1C(CC)CC
1	CS(=O)(=O)Cc1ccc(C(=O)N2CCN(C(=O)c3cccs3)CC2)cc1
9	CC(C)c1ccc(NC(=O)CN(C)C2=NS(=O)(=O)c3ccccc32)cc1
-4	Nc1ccc2c(c1)Cc1c(F)cccc1-2
10	CN(C)CCN1C(=O)c2ccccc2N(C)c2ccccc21
-1	COc1ccccc1N(Cc1ccccc1)S(=O)(=O)c1cccc(C(=O)N2CCCCC2)c1

Screening data from PubChem.
